H9c2 TAG inh – inhibitors of triacylglycerol accumulation, primary screen, cell-based, uHTS, fluorescence, H9c2 | AID 651582, 2012 | H9c2 cells, Nile Red lipid (TAG) fluorescence; cells loaded with 200 µM oleic acid | 0.66% of 230,000 active | inhibition, % at 12.5 µM;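 active = pattern-corrected inhibition of lipid staining of at least 50% with the nuclear-stain viability signal not falling by more than 50%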;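 also: 0% = DMSO wells and 100% = triacsin C control wells; some results filed as inactive read as strong as hits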
H9c2 TAG inh DAPI viability – second read-out of H9c2 TAG inh, no call of its own (marks repeat the call); DAPI nuclei signal change (viability), lower = more cytotoxic, %;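 whole-well DAPI fluorescence read on a plate reader as a viability signal; minus 50 percent equals half of cells still viable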
* hit, by the source's call; i = inactive.

Structure | H9c2 TAG inh | H9c2 TAG inh DAPI viability
O=C(c1cc2ccccc2o1)N1CCN=C1SCc1cccnc1 | 36 | -3
Cc1[nH]c2ccc(C(=O)OC(C)C(=O)N(C)C3CCCCC3)cc2c1C (configuration not stated) | -1 | -1
N/C(CCN1CCOCC1)=N/O | 1 | 8
CC(C)C[C@H](N)c1nnc(SCc2ccc(Cl)cc2)o1 | -6 | -3
Cc1ccc(CNC(=O)COC(=O)c2cc(C)oc2C)cc1 | -39 | -1
CN(C)CCCN1c2ccc(O)cc2Sc2ccc(Cl)cc21 | 23 | -3
Cc1ccc(S(=O)(=O)N2C[C@@H]3[C@H]4CC[C@H](C4)[C@@H]3[C@@H](C)[C@@H]2c2ccco2)cc1 | 0 | 1
C=CCN1c2ccc(Br)cc2C(=O)CS1(=O)=O | 12 | 5
CCCCCOc1ccc(C(=O)C(c2ccccc2)N2CCOCC2)cc1 (configuration not stated) | -28 | -3
CCOc1ncccc1C(=O)Nc1cccc(S(=O)(=O)N2CCOCC2)c1 | 9 | 3
CCc1c(C)sc(NC(=O)c2cc(CC(C)C)on2)c1C#N | 22 | -11
Cc1ccc(S(=O)(=O)N(CC(=O)NCc2ccccn2)c2ccc(Cl)cc2)cc1 | 11 | -2
Cc1cccnc1NC(=O)NC(=O)c1ccc(C(C)(C)C)s1 | 11 | -4
CN(CC(=O)Nc1ccc(F)cc1)C(=O)COC(=O)CN1C(=O)NC2(CCCC2)C1=O | -3 | -4
CCOCCOC(=O)C1=C(C)N(C)C(=O)NC1c1ccccc1Cl (configuration not stated) | -18 | -1
CC1CCCC(N2C(=O)NC(NC(=O)c3ccco3)(C(F)(F)F)C2=O)C1C (configuration not stated) | 5 | 4
Cc1cc(C)n2c(SCC(=O)Nc3c(C)n(C)n(-c4ccccc4)c3=O)nnc2n1 | 0 | 7
O=C(Nc1nccs1)c1cn(-c2ccccc2)nc1-c1ccncc1 | 36 | -13
O=C(COC(=O)c1cc(-c2cccs2)nc2ccccc12)NCc1ccco1 | 6 | -10
COCc1cc(=O)n2[nH]c(-c3ccco3)cc2n1 | 11 | 1
CCCCOc1ccc(C(=O)N2CCCC2C(=O)O)cc1 (configuration not stated) | 3 | -3
COc1ccc(F)cc1-c1cc(C(=O)NCc2cccc(C(F)(F)F)c2)[nH]n1 | 10 | -4
CCOC(=O)c1c(C)oc(=O)c(CC)c1O | 0 | 4
Cc1cc(Br)ccc1NC(=O)CN1C(=S)NC(C)(C)CC1C (configuration not stated) | -12 | -3

Profiles, quoted from the list. Order of screens: H9c2 TAG inh	H9c2 TAG inh DAPI viability
`COc1ccc(F)cc1-c1cc(C(=O)NCc2cccc(C(F)(F)F)c2)[nH]n1` in the list: 10	-4
`COCc1cc(=O)n2[nH]c(-c3ccco3)cc2n1` in the list: 11	1
`Cc1cc(Br)ccc1NC(=O)CN1C(=S)NC(C)(C)CC1C` (configuration not stated) in the list: -12	-3
`CCCCOc1ccc(C(=O)N2CCCC2C(=O)O)cc1` (configuration not stated) in the list: 3	-3
`CCOC(=O)c1c(C)oc(=O)c(CC)c1O` in the list: 0	4

Other results.
Structure | H9c2 TAG inh | H9c2 TAG inh DAPI viability
CC(Sc1ccc(S(=O)(=O)N2CCOCC2)cn1)c1ccccc1Cl (configuration not stated) | 1 | 10
O=[N+]([O-])c1ccc(S(=O)(=O)NN=C2CCCCC2)cc1 | -19 | 19
O=C(c1ccccc1F)N1CCN(S(=O)(=O)c2ccc(S(=O)(=O)N3CCCCCC3)cc2)CC1 | -7 | -5
Cc1nn(CSc2c(F)c(F)c(F)c(F)c2F)c(C)c1[N+](=O)[O-] | -2 | -3
COc1ccc(OC)c(Nc2nc(N)nc(-c3cc4ccccc4o3)n2)c1 | 30 | -1
CCOC(=O)c1cc(C#N)c(N2CCCC2)nc1-c1ccccc1 | 33 | 8
Cc1ccc(S(=O)(=O)N2CCOCC2)cc1NC(=O)COC(=O)c1ccc(Cl)s1 | -2 | 0
CC(=O)n1cc(-c2ccncc2)c2ccccc21 | -14 | 8
CC1(C)Cc2c(sc(NC(=O)c3ccc(S(=O)(=O)N4CCCC4)cc3)c2C#N)C(C)(C)N1 | 7 | -1
C=CCn1c(CCc2ccccc2)nnc1SCC(=O)OC | 5 | -11
CCCCN(C)C(=O)C1CCN(C/C(C)=C/c2ccccc2)CC1 | 13 | -12
Cc1ccc(NC(=S)NCCN(C2CCCCC2)C2CCCC2)cc1 | 5 | 6
COc1cc(OC)cc(-c2oc3cccnc3c2C#CCCO)c1 | -5 | 11
Cc1ccc(C(C)C)cc1OCC(=O)NCCCn1ccnc1 | -4 | -6
CCOc1cc(S(=O)(=O)NCc2ccncc2)c(C)cc1C | -3 | 1
COc1ccc(C(=O)N2CCc3ccccc32)cc1 | 15 | -15
COc1ccc(C(C)C)cc1-c1cc(C(=O)NCc2cc(C(F)(F)F)cc(C(F)(F)F)c2)[nH]n1 | 27 | 8
CC(=O)c1cnc(Nc2cccc(C)c2)s1 | 9 | -10
COCCCN(C(=O)Cc1csc(-c2cccc(Cl)c2)n1)c1c(N)n(Cc2ccccc2)c(=O)[nH]c1=O | -22 | -1
COc1ccc(S(=O)(=O)n2cccc2)cc1 | 13 | -9
CC(=O)c1ccc(OCCCC(=O)N(CCC2=CCCCC2)c2c(N)n(Cc3ccccc3)c(=O)[nH]c2=O)cc1 | -8 | -7
Cc1cc(C(=O)COC(=O)COc2ccccc2C#N)c(C)n1CC1CCCO1 (configuration not stated) | 14 | -14
CC(C)(C)C(=O)N1N=C(c2cccc(NS(C)(=O)=O)c2)CC1c1cccs1 (configuration not stated) | -3 | -1
Cc1ccnc(NS(=O)(=O)c2ccc(NC(=O)c3ccccc3F)cc2)n1 | -10 | -3
CC(C)(C)OC(=O)C[C@@H]1C/C=C\C[C@H](CC(=O)N(CCO)Cc2ccccc2)C(=O)N[C@@H](c2ccccc2)COC1=O | 12 | -8
CCN(CC(=O)Nc1ccc(OC)cc1)C(=O)c1ccc(N2C(=O)CCC2=O)cc1 | -17 | 7
Cc1cccc(C2=NN(c3ccccc3)[C@@H](C(=O)N3CCOC3=O)[C@@H]2C)c1 | 9 | 15
COc1ccc(F)c(CN2CCC(N3CCC(C(=O)N4CCOCC4)CC3)CC2)c1 | 6 | -3
COc1cccc(/C=C/C(=O)OCC(=O)NC2CCCC2)c1 | 137 | -113
Cc1ccc(NC(=O)c2ccc(C)c(NC3=NC4CS(=O)(=O)CC4S3)c2)cc1C (configuration not stated) | 11 | -15
C=CCOc1ccc(/C(O)=C2/C(=O)C(=O)N(CCCn3ccnc3)C2c2cccs2)cc1 (configuration not stated) | -19 | -1
Nc1ccc(S(=O)(=O)NCC(=O)OCCOc2ccccc2)cc1[N+](=O)[O-] | 7 | 0
CC1CCN(S(=O)(=O)c2ccc(C(=O)N(C)C3CCS(=O)(=O)C3)cc2)CC1 (configuration not stated) | 3 | 5
CC1(C)CC(=O)C2=C(C1)OC(N)=C(C#N)C2c1ccc[nH]1 (configuration not stated) | 13 | -3
O=C(COC(=O)c1ccc(Cl)nc1)Nc1ccc2c(c1)CCC2 | 0 | 7
Cc1nc2sc3c(c2c(=O)n1/N=C/c1cccnc1)CCCC3 | 1 | 4
CCOc1ccc(N(CC(=O)N2CCN(c3ccccc3OC)CC2)S(=O)(=O)c2ccc(C)cc2)cc1 | 12 | -2
Cc1ccc(-c2nnc(SCC(=O)NCC3CCCO3)nc2-c2ccc(C)cc2)cc1 (configuration not stated) | 10 | -9
Cc1ccc(S(=O)(=O)N2C[C@H]3n4c(=O)ccc(=O)n4C[C@H](OC(=O)NCC4CCCCC4)[C@@]3(O)C2)cc1 | 105 | -80
Cc1ccccc1NC(=S)NCC1CCC(CNC(=S)Nc2ccccc2C)CC1 (configuration not stated) | -23 | -7
COc1cccc(N2CCN(Cc3nc(N)nc(N4CCCc5ccccc54)n3)CC2)c1 | 4 | -4
CS(=O)(=O)N1CCC(C(=O)NCc2ccccc2)CC1 | 5 | 3
COc1ccc(NC(=O)N(C)C[C@H]2OCCCC[C@H](C)Oc3ccc(NC(=O)Nc4ccc5c(c4)OCO5)cc3C(=O)N([C@@H](C)CO)C[C@@H]2C)cc1 | -24 | 5
O=C(Cc1ccccc1)NCC(=O)Nc1cccc(Br)c1 | 3 | 13
CCOC(=O)c1cccc(C(=O)OCC)n1 | -6 | -1
CCc1nc(N)nc(N)c1-c1ccc(Cl)c([N+](=O)[O-])c1 | 11 | -16
CCOC(=O)c1c(O)c2cc(Cl)ccc2n(CC)c1=O | -3 | 4
COc1ccccc1-c1noc(CCC(=O)Nc2cccnc2)n1 | 4 | 10
CC1O[C@@H]2O[C@](O[C@H](C)CC[C@@H](C)O)(c3ccccc3)O[C@@H]2C[C@H]1O (some centres not stated) | -10 | -7
O=C(Nc1cccc([N+](=O)[O-])c1)c1ccc2nsnc2c1 | 0 | 5
CC(C)C(NC(=O)C1CCCCC1)C(=O)Nc1ccccn1 (configuration not stated) | 10 | 4
CC(=O)Nc1ccc(NS(=O)(=O)c2ccc3ccccc3c2)cc1 | -16 | 3
O=S(=O)(NCCO)c1cccc2cccnc12 | -6 | 0
O=c1[nH]ncn1-c1ccccc1C(F)(F)F | -4 | -6
Cc1ccc(C(=O)OCc2nnc(-c3ccccc3)o2)cc1S(=O)(=O)N1CCOCC1 | 4 | 4
COc1cc(-c2[nH]ncc2CN2CCN(Cc3cccs3)CC2)cc(OC)c1OC | 21 | -1

(listing goes on)
Structure | H9c2 TAG inh | H9c2 TAG inh DAPI viability
O=C(Cn1nc(-c2ccc(Cl)cc2)c2ccccc2c1=O)NN1CCOCC1 | -3 | -11
Cc1ccc(NC(=O)c2ccc(CN3CC(=O)N4CCCCC4C3=O)cc2)c(C)c1 (configuration not stated) | -12 | 4
O=C(CCC1CCCC1)N1CCN(C(=O)C2CC2)CC1 | 0 | 1
CN(C)C(=O)c1ccc(NC(=O)COC(=O)c2cc3c(s2)CCCCC3)cc1 | 12 | -3
O=C(CSc1nnc(NC(=O)c2ccco2)s1)Nc1ccc(F)cc1 | 19 | -18
Cc1ccc(S(=O)(=O)NC[C@H]2O[C@@H](n3ccc(N)nc3=O)[C@H](O)[C@@H]2O)s1 | -3 | 1
O=C(NCc1ccco1)C1CCN(C(=O)Cc2ccccc2)CC1 | -14 | 4
CC(C)(C)S(=O)(=O)N1Cc2cc(=O)n(Cc3ccccc3)c(CCO)c2[C@H]1CCO | -12 | 7
O=C(NCCO)/C(=C\c1ccc([N+](=O)[O-])o1)NC(=O)c1ccccc1 | -4 | -2
COc1ccc(N2CCCCn3c2nc2c3c(=O)n(C)c(=O)n2C)cc1 | -227 | -5
CC1=C(C)CC(C(=O)NCc2ccccn2)C(C(=O)O)C1 (configuration not stated) | 6 | -14
CC12CCC(C(=O)N(CCCN3CCN(Cc4ccccc4)CC3)C1=O)C2(C)C (configuration not stated) | -14 | 4
CCOC(=O)CSc1nc2ccc(Nc3nc(N4CCOCC4)nc(N4CCOCC4)n3)cc2s1 | 7 | 8
COc1cc(C(=O)Nc2nnc(C)s2)cc(OC)c1OC | 0 | -12
O=C(N/N=C(\CC(=O)c1cccs1)C(F)(F)F)c1cccnc1 | 2 | -1
CCc1ccc(Oc2nnnn2-c2ccc(C(N)=O)cc2)cc1 | -7 | 4
COc1ccc(CC(N)c2csc(Nc3ccc(C(C)=O)cc3)n2)cc1 (configuration not stated) | 23 | 16
COc1ccccc1-c1n[nH]c(=S)n1N | 16 | 10
CCc1ccc(/C(C)=N/NC(=O)c2c[nH]c3ccccc23)s1 | 4 | -5
COCCOC(=O)c1[nH]c2c(c1C)C(=O)CC(c1ccco1)C2 (configuration not stated) | 60* | -44*
Cc1ccc(NC2CCCN(C(=O)CCc3scnc3C)C2)cc1C (configuration not stated) | 7 | -3
Cc1oc(-c2cccc(Cl)c2)nc1CN1CCCC(C(=O)NCCCN2CCOCC2)C1 (configuration not stated) | -5 | 38
Cc1ccccc1CS(=O)(=O)c1cnc2ccccc2n1 | 21 | -6
NC(=O)c1ccsc1NC(=O)c1ccc(N2CCCC2=O)cc1 | 3 | 7
CCCCC(=O)Nc1ccc(NC(=O)CCCC)nc1 | 5 | 4
Cc1ccc(C2(C(F)(F)F)N=C3Sc4cc(C)cc(C)c4N3C(=O)N2)cc1 (configuration not stated) | 12 | -16
CCCOc1ccc(C2/C(=C(/O)c3ccc(F)cc3)C(=O)C(=O)N2CCCN(C)C)cc1 (configuration not stated) | -16 | 6
O=C(COC(=O)c1cc([N+](=O)[O-])ccc1N1CCCC1)Nc1ccccc1OC(F)F | -7 | 1
Cc1cccc(NC(=S)NCCc2c[nH]c3ccccc23)c1 | -9 | -4
O=C(Cc1ccc(Cl)cc1)c1c[nH]c(C(=O)NCCCn2ccnc2)c1 | -11 | 0
Cc1cccc(C2c3[nH]c4ccccc4c3CCN2C(=O)CN2CCOC2=O)n1 (configuration not stated) | -228 | i
CCOC(=O)N1CCN(c2c(N3CCN(c4ccc(OC)cc4)CC3)c(=O)c2=O)CC1 | -12 | -6

Assay outcomes deposited in PubChem by Sanford-Burnham Center for Chemical Genomics.

Only part of the results is shown; rates above refer to the full screens.
